GPR7 antag – antagonists of human GPR7 (neuropeptides B/W receptor 1); P48145; GPR7-expressing cells, fluorescence antagonist assay; inhibition, % at 4.4 µM; 290,000 compounds, 1.1% hits; in the data active = inhibition above about 16%, passing the limit was not always enough;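 also: cells stimulated with the agonist NPW; 0% = agonist with vehicle and 100% = vehicle without agonist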
OXTR agonist – agonists of human oxytocin receptor | P30559 | CHO-OTR cells, Fluo-8 calcium fluorescence; normalized: DMSO 0%, oxytocin 100% | activation, % at 3 µM | 320,000 compounds, 0.32% hits | AID 2435;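 active = activation above the mean of all tested compounds plus 3 SD, cutoff set per screening run, cut at about 20% in these data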;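 also: peak over basal fluorescence ratio from a 100 s FLIPR kinetic read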
Target sequence (P30559 whole entry, looked up): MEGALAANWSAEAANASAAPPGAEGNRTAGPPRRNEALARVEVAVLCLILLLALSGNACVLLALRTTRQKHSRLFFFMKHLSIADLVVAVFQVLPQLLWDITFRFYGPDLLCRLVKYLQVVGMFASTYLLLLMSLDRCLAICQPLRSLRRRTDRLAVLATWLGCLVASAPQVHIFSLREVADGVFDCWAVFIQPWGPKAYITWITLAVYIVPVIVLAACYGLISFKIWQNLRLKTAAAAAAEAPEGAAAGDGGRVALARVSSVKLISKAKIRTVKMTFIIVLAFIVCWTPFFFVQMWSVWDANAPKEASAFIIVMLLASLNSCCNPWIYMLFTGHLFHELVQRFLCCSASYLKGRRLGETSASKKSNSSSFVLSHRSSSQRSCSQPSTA
M18AAP inhibitor – PfM18AAP enzyme inhibition; recombinant PfM18AAP, H-Glu-NHMec fluorogenic cleavage; inhibition, % at 7.35 µM; 290,000 compounds, 1.2% hits; AID 1822;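 active = inhibition above the campaign mean inhibition over all tested compounds plus 3 SD, cut at about 28% in these data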;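 also: 0% = plate median of test compound wells and 100% = 2 mM ZnCl2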
GalR3 antag – antagonists of human GalR3 | AID 651719 | O60755 | 360,000 compounds, 0.44% hits | inhibition, % at 3 µM | HEK293 GalR3-CNG cAMP membrane potential fluorescence; galR3 body fused to GalR1 C-terminus;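 active = inhibition above the screen-wide average plus 3 SD, cut at about 13% in these data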;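 also: forskolin and galanin both at EC90 stimulate the cells; cAMP rise reported by CNG channel membrane potential dye signal; 0% = forskolin plus galanin with DMSO and 100% = forskolin alone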
Target sequence (O60755 1-299 limits assumed): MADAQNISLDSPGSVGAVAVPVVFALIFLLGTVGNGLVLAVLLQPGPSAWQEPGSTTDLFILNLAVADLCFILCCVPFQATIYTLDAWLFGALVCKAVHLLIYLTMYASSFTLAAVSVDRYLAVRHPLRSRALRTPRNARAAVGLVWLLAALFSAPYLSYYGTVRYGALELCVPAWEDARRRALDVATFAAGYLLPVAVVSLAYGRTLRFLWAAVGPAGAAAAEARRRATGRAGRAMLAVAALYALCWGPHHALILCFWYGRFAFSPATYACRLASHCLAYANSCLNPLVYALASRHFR
OXTR potentiate – potentiators of human oxytocin receptor. 320,000 compounds, 0.061% hits. CHO-OTR cells, Fluo-8 calcium fluorescence, potentiator mode; 0% = oxytocin EC15, 100% = EC100. activation, % at 3 µM. AID 2445;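 active = activation above that plate's cutoff, the mean activation of tested compounds plus 3 SD, cut at about 6.6% in these data, passing the limit was not always enough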;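 also: 100% uses oxytocin at 75 nM as the full agonist control; some results filed as inactive read as strong as hits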
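Replication – single well per compound, singlicate · Assay system – CHO cell line stably expressing human OTR · Timing – 6 min pre-incubation, 100 s read · Measure – normalized max/min fluorescence ratio, % activation · Doses – 3.0 µM, one dose · Detection – Fluo-8 calcium dye fluorescence · Probe or stimulus – oxytocin near EC15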
V1aR counter – activates human V1a receptor in oxytocin agonist counter-screen; 320,000 compounds, 0.25% hits; CHO-V1R cells, Fluo-8 calcium fluorescence, agonist mode; 0% DMSO, 100% 3 nM vasopressin; activation, % at 3 µM; P37288;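 active = activation above the mean activation of all tested compounds plus 3 SD, per screening run, cut at about 20% in these data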;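 also: signal is peak over basal fluorescence ratio across a 100 second FLIPR read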
NALP1 inh – inhibitors of NALP1 inflammasome in yeast; 280,000 compounds, 0.61% hits; S. cerevisiae NALP1/ASC/caspase-1 growth, X-gal OD620, 72 h; inhibition, % at 10 µM; in the data active = inhibition mostly above about 24%, no sharp cut-off; inactive = mostly below about 32%; also: some compounds called inactive have numbers as strong as hits
MEKK2 mut-MEK5 – signal of MEK5 binding to mutant human MEKK2 PB1 domain. bead flow cytometry, Alexa488-MEK5 binding to MEKK2 mutant. percent response, % at 10 µM. 290,000 compounds, 0.35% hits; in the data active = percent response above about 24%, passing the limit was not always enough; also: inactives centre near 1; some results filed as inactive read as strong as hits
MEKK2 WT-MEK5 – raises or lowers MEK5 binding to wildtype human MEKK2 PB1 domain; bead flow cytometry, Alexa488-MEK5 binding to MEKK2 WT; actives lie on both sides; binding response (% of control), % at 10 µM; Q9Y2U5; 290,000 compounds, 1.1% hits; AID 1531; in the data active = binding response below about 67% or above about 130%
* = called active by the depositor; / = no result given; & = joins results of further samples.

SMILES	GPR7 antag	OXTR agonist	M18AAP inhibitor	GalR3 antag	OXTR potentiate	V1aR counter	NALP1 inh	MEKK2 mut-MEK5	MEKK2 WT-MEK5
C/C(=N\Nc1ncc(Br)cn1)c1cccc([N+](=O)[O-])c1	7	-1.8	2	-11	0	-1.2	5	2	104
COc1cc2c(cc1OC)C1=C(C#N)CN(C3CCCCC3)CN1CC2	-17	3.4	6	/	-6	1.9	-9	4	97
CC(=O)Nc1cccc(C(=O)Nc2cccc3ncccc23)c1	-7	1.1	0	-7	-7	-0.5	15	-2	95
O=C(NNc1ccc(Cl)cc1)c1cccs1	-18	-0.3	44*	-1	-4	-0.6	-8	8	104
CC(C)(/C=N/O)N(O)C=C1C=CC(=O)C=C1	-5	-0.1	4	3	0	1.5	-6	-20	65
Cc1ccc(C)c(Cn2c(CN(C)Cc3ccccc3)nc3c2c(=O)n(C)c(=O)n3C)c1	-12	-1.5	1	/	-5	-0.8	40*	9	109
CCOC(=O)c1cc(-c2cccnc2)nn1-c1ccccc1	-11	-1.0	1	-5	-4	-0.6	10	-2	101
COCCCn1cnc2oc3nc4ccccc4nc3c2c1=O	2	0.3	-7	0	-3	0.5	18	7	107
C/C(CC(=O)NC(C)c1ccccc1)=N\NC(N)=S (stereo not drawn)	-15	0.1	16	1	1	1.7	/	12	106
O=C(Nc1nc(SCc2ccc(F)cc2)ns1)c1ccco1	-7	7.3	5	-3	-15	7.5	-12	8	94
COc1ccc2occ(C(=O)c3ccc(N)cc3)c2c1	-6	/	-1	-11	/	/	23	6	103
COc1ccc(/C=C/C(=O)NCC(=O)N=Nc2c(O)[nH]c3ccc([N+](=O)[O-])cc23)cc1	-5	8.2	-2	-5	-9	-0.1	1	-1	97

Reprinted at random: three entries already listed.
SMILES	GPR7 antag	OXTR agonist	M18AAP inhibitor	GalR3 antag	OXTR potentiate	V1aR counter	NALP1 inh	MEKK2 mut-MEK5	MEKK2 WT-MEK5
COCCCn1cnc2oc3nc4ccccc4nc3c2c1=O	2	0.3	-7	0	-3	0.5	18	7	107
C/C(=N\Nc1ncc(Br)cn1)c1cccc([N+](=O)[O-])c1	7	-1.8	2	-11	0	-1.2	5	2	104
CC(C)(/C=N/O)N(O)C=C1C=CC(=O)C=C1	-5	-0.1	4	3	0	1.5	-6	-20	65

Other entries
SMILES	GPR7 antag	OXTR agonist	M18AAP inhibitor	GalR3 antag	OXTR potentiate	V1aR counter	NALP1 inh	MEKK2 mut-MEK5	MEKK2 WT-MEK5
Cn1ncc2c(NNC(=O)Cc3ccccc3)ncnc21	-6	0.8	8	3	0	0.8	33	0	99
COc1ccc(S(=O)(=O)N(CC(=O)NCc2ccccn2)c2ccc(Cl)cc2)cc1	-1	1.5	-4	-1	-14	2.5	-21	11	97
Cc1oc2cc3oc(=O)c(CCC(=O)NCCCn4ccnc4)c(C)c3cc2c1C	-11	1.4	7	-6	-4	0.7	0	4	107
CCCn1c(O)c(N=NC(=O)CNC(=O)c2ccncc2)c2ccccc21	6	0.3	0	-6	-7	-0.3	15	-1	107
Cc1c(C(=O)N2CCCCCC2)oc2ccccc12	-2	-1.5	2	-10	-1	-1.3	10	7	110
CCc1ccc(OCC(O)CN2CCN(c3ccccc3)CC2)cc1 (stereo not drawn)	12	0.7	2	-6&-4	3	1.1	18	0	94
COC(=O)[C@H](C)NC(=O)c1cc2c(cn1)[nH]c1ccccc12	5	0.2	21	-11	1	0.1	-12	1	99
O=C(N=C1N=C2C=CC=CN2Cc2ccccc21)c1ccc(S(=O)(=O)N2CCOCC2)cc1	-7	-0.7	-4	0	-13	-1.4	7	/	/
Cc1nnc(NC(=O)C2CC(=O)N(c3ccc4c(c3)OCCO4)C2)s1 (stereo not drawn)	/	0.9	/	-1	-5	-0.1	/	/	/
Cc1cc(NC(=O)c2ccc([N+](=O)[O-])cc2Cl)no1	-4	-0.3	-3	-12	-14	0.3	0	6	109
CCOc1ccc(C2c3c(oc4cc(C)c(C)cc4c3=O)C(=O)N2CCCN(C)C)cc1OC (stereo not drawn)	-17	0.8	5	5	-3	0.3	2	1	106
COc1ccccc1CNC(=O)CCC(=O)n1ncc2cc(C)ccc21	-5	-0.6	-3	/	-5	1.6	19	2	97

Given field by field: entries from further up.
Cc1nnc(NC(=O)C2CC(=O)N(c3ccc4c(c3)OCCO4)C2)s1 (stereo not drawn)
  GPR7 antag: /
  OXTR agonist: 0.9
  M18AAP inhibitor: /
  GalR3 antag: -1
  OXTR potentiate: -5
  V1aR counter: -0.1
  NALP1 inh: /
  MEKK2 mut-MEK5: /
  MEKK2 WT-MEK5: /
Cc1cc(NC(=O)c2ccc([N+](=O)[O-])cc2Cl)no1
  GPR7 antag: -4
  OXTR agonist: -0.3
  M18AAP inhibitor: -3
  GalR3 antag: -12
  OXTR potentiate: -14
  V1aR counter: 0.3
  NALP1 inh: 0
  MEKK2 mut-MEK5: 6
  MEKK2 WT-MEK5: 109

Look-ups from the list.
M18AAP inhibitor with COc1ccccc1CNC(=O)CCC(=O)n1ncc2cc(C)ccc21 is entered as -3
V1aR counter with Cc1cc(NC(=O)c2ccc([N+](=O)[O-])cc2Cl)no1 is entered as 0.3
MEKK2 WT-MEK5 with Cc1oc2cc3oc(=O)c(CCC(=O)NCCCn4ccnc4)c(C)c3cc2c1C is entered as 107
GalR3 antag with COC(=O)[C@H](C)NC(=O)c1cc2c(cn1)[nH]c1ccccc12 is entered as -11

Additional structures.
SMILES	GPR7 antag	OXTR agonist	M18AAP inhibitor	GalR3 antag	OXTR potentiate	V1aR counter	NALP1 inh	MEKK2 mut-MEK5	MEKK2 WT-MEK5
CCCn1c(SCC(=O)c2c[nH]c3ccccc23)nnc1-c1ccncc1	-12	-0.3	5	4	-3	0.7	3	3	75
COc1ccccc1NC(=O)COC(=O)C1=NN(c2ccccc2)C(=O)CC1	/	-0.5	/	-7	-5	0.1	/	/	/
CC(=O)Nc1ccc(NC(=O)C(C)OC(=O)CSc2ccc(Br)cc2C)cc1 (stereo not drawn)	-10	2.0	3	-2	-11	1.8	2	7	108
C(=C\c1ccccn1)/c1cccnc1	-2	/	-2	-8	/	/	9	-5	88
CCN(CC)S(=O)(=O)c1cccc(C(=O)N[C@H](C(=O)NCc2ccccc2F)C(C)C)c1	1	-1.4	1	-1	-6	-0.9	-6	-6	88
COCCn1c(SCC(=O)Nc2cccnc2Cl)nc2ccccc2c1=O	/	-0.7	/	1	-4	-0.8	/	/	/
CN1CCN(CCCNC(=O)CCC(=O)N2CCOc3ccccc32)CC1	-6	-1.0	2	/	-3	0.1	22	2	105
O=C(CCNC(=O)c1ccco1)NCCc1c[nH]c2ccccc12	/	2.4	/	-4	-5	13	/	/	/
Cc1ccc(CN(CC(=O)N/N=C/c2ccccc2[N+](=O)[O-])S(=O)(=O)c2ccc(C)cc2)cc1	-6	1.1	-1	-4	-21	1.2	9	6	91
COc1ccc(NC(=O)CN(C)C(=O)c2cn(-c3ccccc3)nc2-c2cccs2)cc1	/	-0.8	/	-2	-3	1.6	/	/	/
O=c1[nH]c2ccccc2n2c(-c3ccccc3)nnc12	-22	0.5	33*	3	-13	0.9	4	-1	99
C=CCNc1nc(N)c(C(=O)c2ccc3c(c2)OCO3)s1	-20	0.0	3	2	-11	-0.4	4	-1	100
CCc1n[nH]c2c1/C(=N\O)CC(c1ccccc1)C2 (stereo not drawn)	0	-0.2	4	-3	-8	0.4	7	5	105
Cc1ccc(NC(=O)COS(=O)c2ccc(C)cc2)cc1 (stereo not drawn)	-9	-1.4	-18	-11	7	-1.2	20	-4	93
COc1ccccc1C(=O)C1CCCN(Cc2cn[nH]c2C2CCCCC2)C1 (stereo not drawn)	-16	0.2	2	-6	2	0.2	5	37	134
COc1cc(/C=C/c2nc3ccccc3s2)cc(OC)c1O	0	4.4	-8	3	-20	3.0	9	0	111
Cc1cccc(C)c1OCC(O)CNC(C)C (stereo not drawn)	0	0.3	2	-6	-4	0.8	-6	0	100
COc1ccc(-n2c(SCC(=O)O)nnc2-c2ccc(NC(=O)c3ccccc3)cc2)cc1	-8	0.4	-2	2	-7	1.0	/	3	92
Cc1c(C=NNC(=O)c2ccc(Br)cc2)c2ccccn2c1C(=O)c1ccncc1	/	0.5	/	-2	2	0.3	/	/	/
COc1ccc(OC)c(CNCc2ccc3c(c2)OCO3)c1	13	1.0	-9	-10	0	0.4	9	7	112
O=C(Nc1cccc([N+](=O)[O-])c1)Nc1cccc([N+](=O)[O-])c1	-10	16	-2	-4	-15	13	-8	0	107
CCN(c1ccc(NC(=O)CSc2nnc3nc(C)cc(C)n23)cc1)C(C)C	-2	-0.9	16	-2	-14	-1.3	8	2	101
O=C(NCCCN1CCOCC1)c1ccc2c(=O)n(-c3ccc(F)c(Cl)c3)c(=S)[nH]c2c1	5	0.9	3	-9	1	-0.8	-8	3	106
Cc1ccc(/C=C/S(=O)(=O)NCC(=O)OCC(=O)N2CC(=O)Nc3ccccc32)cc1	-1	0.0	9	7	0	-1.5	6	-4	90
COc1ccc(C(=O)NCCS(=O)(=O)NCc2ccc3c(c2)OCO3)cc1	/	-2.1	/	-4	-1	-0.9	/	/	/
O=C(N1CCC(n2nc(-c3ccccc3)oc2=O)CC1)C1(c2ccccc2)CC1	8	1.2	-4	/	-10	8.2	9	-6	98

Rewritten in markdown: part of the list above
| Molecule | GPR7 antag | OXTR agonist | M18AAP inhibitor | GalR3 antag | OXTR potentiate | V1aR counter | NALP1 inh | MEKK2 mut-MEK5 | MEKK2 WT-MEK5 |
| --- | --- | --- | --- | --- | --- | --- | --- | --- | --- |
| COc1ccccc1NC(=O)COC(=O)C1=NN(c2ccccc2)C(=O)CC1 | / | -0.5 | / | -7 | -5 | 0.1 | / | / | / |
| CC(=O)Nc1ccc(NC(=O)C(C)OC(=O)CSc2ccc(Br)cc2C)cc1 (stereo not drawn) | -10 | 2.0 | 3 | -2 | -11 | 1.8 | 2 | 7 | 108 |
| C(=C\c1ccccn1)/c1cccnc1 | -2 | / | -2 | -8 | / | / | 9 | -5 | 88 |

Bioassay records: PubChem, several laboratories
